HTR2A ag = mouse HTR2A agonism via beta-arrestin recruitment; AID 624169; CHO-K1 mHTR2A beta-arrestin complementation, luminescence; percent of 30 µM serotonin response; 360,000 compounds, 0.66% hits; activation, % at 7.6 µM; P35363;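 active means activation above a run cutoff, the mean activation of all tested compounds plus 3 SD, cut at about 14% in these data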;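 further: 0% = plate median of compound wells and 100% = 30 µM serotonin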
Target sequence (P35363 whole entry, looked up): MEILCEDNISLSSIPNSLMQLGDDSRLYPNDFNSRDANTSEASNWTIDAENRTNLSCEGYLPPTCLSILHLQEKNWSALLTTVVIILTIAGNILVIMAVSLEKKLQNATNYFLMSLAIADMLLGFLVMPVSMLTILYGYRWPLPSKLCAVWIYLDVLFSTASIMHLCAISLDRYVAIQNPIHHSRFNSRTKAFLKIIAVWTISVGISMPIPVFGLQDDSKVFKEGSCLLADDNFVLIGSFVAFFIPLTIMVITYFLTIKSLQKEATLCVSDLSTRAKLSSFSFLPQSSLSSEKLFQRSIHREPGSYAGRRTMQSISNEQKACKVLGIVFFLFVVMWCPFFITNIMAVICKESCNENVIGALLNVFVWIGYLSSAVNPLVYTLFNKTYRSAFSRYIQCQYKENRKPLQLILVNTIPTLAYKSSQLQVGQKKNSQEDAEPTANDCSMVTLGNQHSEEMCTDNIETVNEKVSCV
aDG glyco act = increases alpha dystroglycan glycosylation; activation, % at 10 µM; 360,000 compounds, 0.22% hits; Pro5-aDG cells, alpha-DG glycosylation AlphaScreen (IIH6); 0% Pro5, 100% B10-LARGE cell signal;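 active means activation of at least 8% versus controls, or a plate z-score of at least 8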;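 further: Pro5 are CHO cells carrying HIG-tagged alpha-DG that lacks glycosylation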
Exocytosis inh = blocks lytic granule exocytosis; TALL-104 LAMP-1 surface exposure, flow cytometry; cells stimulated with thapsigargin and PMA; inhibition, % at 10 µM; 360,000 compounds, 0.66% hits; AID 651702;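 active means inhibition above about 55%, limit read from the data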
hiPSC survival = increases survival of single human iPS cells. hiPSC single-cell survival, ATPlite luminescence; 100% = ROCK inhibitor wells, 0% = DMSO. 360,000 compounds, 0.044% hits. AID 602274. survival enhancement, % at 20 µM; in the data active means survival enhancement above about 18%;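 further: cells exposed to compounds for 16 hours before the ATP read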
ABCB6 inh 2 = blocks the human ABCB6 transporter | Q9NP58 | K562-ABCB6 porphyrin accumulation, flow cytometry, 1 h; active compounds read low | fluorescence ratio to DMSO, % at 10 µM | AID 602162 | 360,000 compounds, 0.19% hits;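 active means fluorescence ratio to DMSO below 75%, the collection mean minus 3 SD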;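 further: signal is porphyrin accumulated inside mitochondria; 100% equals median channel fluorescence of DMSO control wells; lower ratio means ABCB6 inhibition with less porphyrin fluorescence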
Vif imaging = inhibitors of HIV Vif | HEK293T cells, Vif self-association by quenched fluorescence, imaging, 24 h | inhibition, % at 7.49 µM | 340,000 compounds, 0.35% hits | AID 602346; in the data active means inhibition above about 50%, passing the limit was not always enough; further: some results filed as inactive read as strong as hits
N-glyco inh = N-linked glycosylation inhibition; D54 ERlucT glycosylation luciferase reporter, 24 h; percent of 100 nM tunicamycin response; reporter increase, % at 12.5 µM; 360,000 compounds, 0.23% hits;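 active means mean luciferase reporter signal, scaled so untreated is 0 and the glycosylation-blocking control 100, at or above a set limit in every replicate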;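 further: luciferase carries N-glycosylation sites so blocking glycosylation raises the light; 0% = median of neutral control wells and 100% = median of 100 nM tunicamycin wells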
PDI turbidity = inhibitors of human protein disulfide isomerase; P07237; PDI insulin aggregation turbidity, A650, 90 min; inhibition, % at 10 µM; 350,000 compounds, 0.052% hits; AID 588391;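 active means mean inhibition across replicates of 30% or more, whatever share of single replicates reach that level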;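 further: absorbance from insulin aggregation driven by PDI reduction with DTT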
Target sequence (P07237 whole entry, looked up): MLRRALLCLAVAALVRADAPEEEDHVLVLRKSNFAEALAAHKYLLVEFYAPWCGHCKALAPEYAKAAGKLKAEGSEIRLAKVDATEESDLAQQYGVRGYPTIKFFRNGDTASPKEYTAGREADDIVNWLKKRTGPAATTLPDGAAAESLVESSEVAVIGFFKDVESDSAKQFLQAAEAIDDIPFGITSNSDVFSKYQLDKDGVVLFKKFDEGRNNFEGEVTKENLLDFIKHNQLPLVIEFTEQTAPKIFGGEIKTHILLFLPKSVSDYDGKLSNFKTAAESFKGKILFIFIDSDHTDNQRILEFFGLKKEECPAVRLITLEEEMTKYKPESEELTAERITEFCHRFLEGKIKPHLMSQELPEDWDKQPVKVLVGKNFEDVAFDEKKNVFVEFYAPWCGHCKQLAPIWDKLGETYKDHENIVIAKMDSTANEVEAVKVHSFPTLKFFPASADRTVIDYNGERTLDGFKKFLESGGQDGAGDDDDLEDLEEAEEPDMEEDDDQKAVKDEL
CaV13 FRET inh = Disruptors of the CACNA1D IQ motif to Ca2+-dependent inactivation inhibitor domain association, primary screening, Förster resonance energy transfer in intact living … | inhibition, % at 12.3 µM | 340,000 compounds, 0.098% hits | HEK cells, CFP/YFP FRET ICDI-IQ, plate reader, 10 min; percent FRET-ratio fall versus neutral wells;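 active means mean replicate inhibition of at least 30% and at least 1% of replicates passing that level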;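 further: 0% = median of the neutral control wells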
Cardio protect = modulators protecting cardiomyocytes from myocardial damage. protection from H2O2 cell death, % at 20 µM. H9c2 cardiomyocytes, H2O2 injury protection, ATPLite, 2 h. AID 588492. 360,000 compounds, 0.63% hits;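 active means compounds giving at least 50% protection of heart cells from peroxide-induced death in the single-dose screen, raw or plate-pattern-corrected value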;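 further: 0% = DMSO wells with peroxide and 100% = DMSO wells without peroxide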
* hit, by the source's call; . = no result given. Rows are unselected (roughly 3.1% active in at least one column).

SMILES | Cardio protect | Vif imaging | ABCB6 inh 2 | CaV13 FRET inh | N-glyco inh | PDI turbidity | aDG glyco act | HTR2A ag | hiPSC survival | Exocytosis inh
CC(C)N(N=Nc1ccc([N+](=O)[O-])cc1)C(C)C | -14 | -4 | 93 | -6 | 1 | 11 | -0.1 | 2 | 1.1 | 6
CCCC(=O)Nc1nc2nc(C)cc(=O)n2[nH]1 | 18 | 4 | 87 | . | -1 | -6 | 0.1 | -2 | -0.3 | -2
Cc1nn(Cc2ccc(Cl)cc2Cl)c(C)c1NC(=O)c1nn(C)cc1Cl | -6 | . | 102 | -4 | -2 | 9 | 0.2 | 4 | -0.8 | -2
Cc1onc(-c2c(Cl)cccc2Cl)c1COC(=O)c1ccc(Cl)cc1[N+](=O)[O-] | 1 | -10 | 94 | -2 | 1 | -3 | -0.1 | 5 | -0.5 | -4
Cc1ccccc1-n1c(=S)[nH]c2nc3c(cc2c1=O)COC(C)(C)C3 | 3 | 0 | 101 | -17 | 5 | 4 | -0.4 | 0 | 0.2 | 1
O=C(CCNC(=O)c1ccccc1Cl)Nc1cc(S(=O)(=O)N2CCOCC2)ccc1N1CCCC1 | 8 | -4 | 95 | -4 | 1 | 2 | 0.0 | 3 | -0.3 | 1
COc1ccc2nc(NCCNC(=S)NCCCN3CCOCC3)c(C#N)cc2c1 | 6 | 0 | 101 | 2 | 5 | -3 | 0.1 | -3 | -0.8 | 19
COc1cc(OC)c2c(c1)OC(=O)CC2c1cc(OC)c(OC)c(OC)c1 (centres undefined) | 3 | 3 | 105 | -6 | 4 | -3 | 0.7 | -4 | -0.4 | -6
COc1ccc(/C=C2\SC(=S)N(CCC(=O)Nc3ccccn3)C2=O)cc1OC | 0 | -5 | 93 | -4 | 2 | 5 | 0.1 | 9 | -0.1 | 6
COc1ccc(S(=O)(=O)N2CCC(C(=O)NCC3CC3)CC2)cc1 | -5 | 0 | 96 | -3 | 2 | -5 | 0.1 | -3 | 0.0 | -3
CCN1C(=O)N[C@@H](c2ccccc2)[C@H](C(=O)OC)[C@H]1C | 5 | 8 | 95 | -6 | 2 | -1 | -0.1 | 10 | -2.6 | -17
CCOC(=O)c1c[nH]c2ccc([N+](=O)[O-])cc12 | 2 | 0 | 94 | -9 | 5 | -4 | 0.0 | -3 | 1.8 | 0
N#CCC(=O)Nc1nc(-c2ccc3c(c2)OCCO3)cs1 | 10 | 5 | 97 | -15 | 2 | -5 | -0.2 | 9 | 3.9 | -3
CCOc1ccc(/C=C/[N+](=O)[O-])c2ccccc12 | -16 | -2 | 106 | . | -15 | 16 | -0.7 | -5 | -1.8 | 102*
CC(NC(=O)c1ccccc1F)C12CC3CC(CC(C3)C1)C2 (centres undefined) | -1 | -1 | 87 | -10 | 0 | 13 | -0.3 | 3 | -1.6 | -4
S=c1[nH]nc(C2CC2)n1Cc1ccco1 | 6 | 7 | 98 | -8 | -1 | 0 | -0.1 | 2 | -1.6 | -1
NC(c1csc(NC(=O)Nc2ccccc2Oc2ccccc2)n1)c1ccccc1Cl (centres undefined) | -2 | -10 | 106 | -6 | -6 | 10 | 3.4 | -6 | -3.7 | -3
O=C(O)CNC(=O)c1cccc(C(F)(F)F)c1 | 0 | 4 | 97 | 1 | 0 | -14 | 0.1 | 6 | -0.6 | 4
Cc1cccc[n+]1CC(=O)Nc1ccc([N+](=O)[O-])cc1Cl | 8 | 1 | 95 | -4 | 1 | 8 | -0.2 | -1 | 1.4 | -1
Cc1ccc(NC2=NC(c3ccccc3)n3c(nc(C)cc3=O)N2)c(C)c1 (centres undefined) | -1 | -6 | 97 | -5 | -1 | 0 | -0.2 | 0 | 1.2 | -4
COc1cccc(C(=O)NC2C(=O)N3C(C(=O)O)=C(COC(C)=O)CSC23)c1 (centres undefined) | 0 | 18 | 99 | -6 | 3 | 0 | -0.2 | -5 | 3.3 | 18
Cc1cc(N2CCC(C)CC2)nc(SCC(=O)c2ccccc2)n1 | -29 | -6 | 132 | -5 | -4 | -12 | 0.7 | -7 | -1.3 | 17
O=C(CCNC(=O)C1CCN(S(=O)(=O)c2ccc(F)cc2)CC1)NC1CC1 | 2 | -1 | 102 | -3 | 2 | -5 | 0.2 | 4 | 0.2 | -1
O=c1oc2ccccc2c(O)c1Cc1cc(Cl)c2cccnc2c1O | 21 | -4 | 101 | -6 | 4 | 4 | -0.1 | 4 | -0.4 | 2
Cc1cccc(-n2c(SCC(=O)N3CC(=O)Nc4ccccc43)nc3ccccc3c2=O)c1C | 21 | 7 | 94 | 8 | -3 | -154 | -0.1 | -5 | 1.2 | 0

2 entries from above, field by field.
CC(NC(=O)c1ccccc1F)C12CC3CC(CC(C3)C1)C2 (centres undefined)
  Cardio protect: -1 | Vif imaging: -1 | ABCB6 inh 2: 87 | CaV13 FRET inh: -10 | N-glyco inh: 0 | PDI turbidity: 13 | aDG glyco act: -0.3 | HTR2A ag: 3 | hiPSC survival: -1.6 | Exocytosis inh: -4

Cc1cc(N2CCC(C)CC2)nc(SCC(=O)c2ccccc2)n1
  Cardio protect: -29 | Vif imaging: -6 | ABCB6 inh 2: 132 | CaV13 FRET inh: -5 | N-glyco inh: -4 | PDI turbidity: -12 | aDG glyco act: 0.7 | HTR2A ag: -7 | hiPSC survival: -1.3 | Exocytosis inh: 17

Remaining list, next part.
SMILES | Cardio protect | Vif imaging | ABCB6 inh 2 | CaV13 FRET inh | N-glyco inh | PDI turbidity | aDG glyco act | HTR2A ag | hiPSC survival | Exocytosis inh
Cc1ccc(CCNc2ccc3ccccc3c2)cn1 | -12 | 2 | 100 | . | -7 | -9 | 0.0 | -6 | 9.1 | 34
Cc1ccc(-c2nnn(CC(=O)N(Cc3ccco3)C(C(=O)NC3CCCC3)c3cccs3)n2)o1 (centres undefined) | -15 | -6 | 96 | -5 | 1 | -6 | -0.2 | 2 | 9.4 | 66*
COc1ccc(NC(=O)c2ccc3nc(C)sc3c2)cc1 | -3 | 1 | 97 | -4 | -3 | -5 | -0.1 | -2 | -0.7 | -14
C=CCN1C(=O)/C(=C2/Sc3ccc(OC)cc3N2C)SC1=NCc1ccccc1 | -2 | 39 | 103 | -7 | 2 | -3 | 0.2 | 2 | -0.4 | -1
CCOc1ccc(OCC)c(S(=O)(=O)NCc2ccccc2)c1 | -1 | 55* | 93 | -4 | 0 | 1 | -0.1 | -3 | 0.6 | 9
Cc1ccc(S(=O)(=O)N2CCCCC2)cc1NS(=O)(=O)c1cccc(C(=O)O)c1 | 1 | 3 | 99 | -3 | -1 | 0 | 0.1 | 5 | 0.2 | -2
COc1ccc(C(=O)N[C@H](C(=O)NCC2CCCCC2)C(C)C)cc1 | -6 | . | 90 | -4 | 1 | -9 | 0.4 | 0 | 3.6 | 5
NC(=O)SCC(=O)Nc1ccc(Cl)cc1 | -1 | 4 | 124 | -5 | 2 | -2 | 0.1 | 4 | 9.8 | 78*
O=S(=O)(NCCN1CCOCC1)c1ccc2ccccc2c1 | -1 | -4 | 95 | -3 | 4 | 0 | 0.1 | -1 | -0.3 | -3
CCOC(=O)c1ccc2nc(CCC(=O)N[C@H](C(=O)OC)C(C)C)c(=O)n(CC)c2c1 | 3 | -3 | 98 | -5 | 0 | -2 | -0.3 | 1 | -0.7 | 3
COC(=O)C(C)n1cnc2c(cnn2-c2ccc(Cl)cc2)c1=O (centres undefined) | -7 | -7 | 112 | . | -2 | -5 | 0.7 | 1 | 2.8 | -3
Cc1ccc2nc(NC(=O)CSCC(=O)Nc3cc(C)on3)sc2c1 | -2 | 4 | 97 | -2 | -1 | 6 | 1.2 | 19* | -0.4 | -2
Cc1c(NC(=O)C(C)Sc2nc(N)cc(=O)[nH]2)c(=O)n(-c2ccccc2)n1C (centres undefined) | 4 | 3 | 98 | -2 | 1 | 8 | 0.3 | -7 | -1.7 | -9
CC(C)CCNC(=O)C1CCC(CNc2c(N3CCCC3)c(=O)c2=O)CC1 (centres undefined) | 6 | 0 | 102 | 11 | 1 | -1 | -0.1 | 0 | 0.8 | 0
Cc1cn(C2CC(O)C(CO)O2)c(=O)n(CCCc2ccccc2)c1=O (centres undefined) | 4 | -1 | 93 | -5 | 1 | 4 | 0.1 | 8 | -1.5 | -5
COc1ccc(OCC(=O)Nc2c(C(=O)N3CCN(C)CC3)oc3ccccc23)cc1 | 9 | -3 | 99 | -6 | -4 | 2 | -0.1 | -16 | -0.1 | 4
Cc1ccc(-c2ccc(/C=C3\SC(N4CCOCC4)=NC3=O)o2)cc1 | 25 | 6 | 110 | -8 | -4 | 2 | -0.3 | 15* | -0.6 | 60*
COc1cc(CCC(=O)Nc2ccc(Br)c(C(F)(F)F)c2)cc(OC)c1OC | -5 | -14 | 94 | -4 | -1 | -5 | 0.0 | -2 | 0.9 | -4
COc1ccccc1COCC(O)CN1CCN(S(=O)(=O)c2cccc(F)c2)CC1 (centres undefined) | 1 | -2 | 94 | -14 | 1 | 4 | 0.0 | -8 | 0.4 | 8
CCCCC[C@H](C)N1C[C@@H](COCc2ccccc2)Oc2cc(N3CCC[C@H]3C(N)=O)ccc2S1(=O)=O | . | . | 102 | -8 | . | . | 1.1 | 12 | -0.1 | -3
Cc1cccc(OCC(=O)N/N=C2/SCC(=O)N2Cc2ccco2)c1 | -6 | -2 | 102 | -2 | -1 | 2 | 0.1 | -3 | -3.1 | -1
O=C(Nc1ccc(Br)c(Br)c1)C1CCCO1 (centres undefined) | -1 | -5 | 100 | -5 | 4 | 0 | 0.0 | 2 | -0.1 | 5
O=C(CC1NCCc2ccccc21)Nc1cccc(Cl)c1 (centres undefined) | -1 | -3 | 105 | 9 | -2 | 2 | 1.4 | 0 | -1.5 | 3
COc1ccc(N2CCN(CCCNC(=O)CC3Oc4ccc(C)cc4NC3=O)CC2)cc1 (centres undefined) | -2 | -3 | 95 | -2 | -6 | . | -0.1 | -7 | -0.4 | 1
COC(=O)c1ccc(C2C(C(=O)Nc3ccccc3C)=C(C)Nc3ncnn32)cc1 (centres undefined) | -1 | 10 | 107 | . | -3 | -10 | -0.2 | 0 | 0.7 | -3
CSc1ncnc2c1ncn2CCCNc1ccc(C)c(C)c1 | -2 | -7 | 91 | -6 | 2 | -3 | 0.0 | -3 | 3.6 | 1
CCOC(=O)c1sc(NC(=O)CSc2nc(C)cc(C)c2C#N)c(C#N)c1C | -7 | 0 | 94 | -5 | 0 | -7 | -0.2 | 5 | -1.3 | 2
Cn1c(=S)n(CCC(=O)O)c2ccccc21 | 2 | 15 | 99 | -2 | 3 | 11 | 0.1 | -3 | -0.5 | 7
O=C(/C=C/c1cccc(Br)c1)c1ccc2c(c1)OCO2 | -5 | 3 | 99 | -7 | 22 | 4 | 0.1 | 5 | -0.4 | 38
COc1ccc(-c2nc3c(C)cc(Br)cn3c2Cc2cccc(Cl)c2)cc1OC | 5 | . | 101 | -6 | -3 | . | -0.1 | 7 | 2.2 | 2
CCOc1ccccc1C1CC(c2ccc(F)cc2)Nc2nc(N)nn21 (centres undefined) | 4 | -1 | 93 | -2 | 4 | . | 0.4 | -3 | -2.1 | 5
O=C(COC(=O)c1ccc(Br)o1)Nc1ncc([N+](=O)[O-])s1 | -4 | 2 | 98 | -7 | 1 | -6 | 0.0 | 0 | -0.3 | -1
CCCNC(=O)c1c(N)n(-c2ccc3c(c2)OCO3)c2nc3ccccc3nc12 | -7 | 4 | 105 | -3 | 6 | 3 | -0.2 | 1 | -2.7 | -1
